IDE cell inh: inhibitors of human insulin-degrading enzyme in cells; P14735; HEK cells, FAbetaB cleavage, fluorescence polarization; inhibition, % at 5.59 µM; 320,000 compounds, 0.41% hits; AID 434962;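 active means percent inhibition above the average of all tested compounds plus 3 SD, set per screening campaign, cut at about 16% in these data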;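 further: IDE supplied by intact live HEK cells; FP after avidin binding of uncleaved biotin substrate so inhibition keeps polarization high; 0% = DMSO wells and 100% = 60 µM reference IDE inhibitor Ii1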
IDE act: activators of human insulin-degrading enzyme in cells | activation, % at 5.96 µM | 340,000 compounds, 0.073% hits | HEK cells, FAbeta-B cleavage, fluorescence polarization; 0% vehicle, 100% cell-free pure enzyme wells;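 active means activation above the mean of all tested compounds plus 3 SD, set per screening campaign, cut at about 17% in these data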
MEKK2wt PB1 HTS: raises or lowers MEK5 binding to wildtype human MEKK2 PB1 domain | binding response (% of control), % at 10 µM | Q9Y2U5 | bead flow cytometry, Alexa488-MEK5 binding to MEKK2 WT; actives lie on both sides | 290,000 compounds, 1.1% hits; in the data active means binding response below about 67% or above about 130%
SUMO HTRF inh: inhibitors of human SUMOylation (UBC9) | P63279 | HTRF SUMOylation assay, SAE1/SAE2 + UBC9, in vitro | inhibition, % at 35 µM | 290,000 compounds, 0.36% hits | AID 2006; in the data active means inhibition above about 50%, passing the limit was not always enough; further: strong numbers were not always called active
p-CIP stab down: lowers stability of the mouse p/CIP coactivator protein; decrease of EGFP signal, % at 10 µM; 290,000 compounds, 0.01% hits; F442A p/CIP-EGFP cells, EGFP fluorescence, 16 h; AID 1984;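 active means EGFP signal decrease of at least 30% at 10 µM or well 3 SD below plate mean, unless failing retest; inactive means the rest, including hits failing retest or dose response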; further: some compounds called inactive have numbers as strong as hits; many of its hits are not listed in these tables
Target sequence (Q05BA5 1-1403): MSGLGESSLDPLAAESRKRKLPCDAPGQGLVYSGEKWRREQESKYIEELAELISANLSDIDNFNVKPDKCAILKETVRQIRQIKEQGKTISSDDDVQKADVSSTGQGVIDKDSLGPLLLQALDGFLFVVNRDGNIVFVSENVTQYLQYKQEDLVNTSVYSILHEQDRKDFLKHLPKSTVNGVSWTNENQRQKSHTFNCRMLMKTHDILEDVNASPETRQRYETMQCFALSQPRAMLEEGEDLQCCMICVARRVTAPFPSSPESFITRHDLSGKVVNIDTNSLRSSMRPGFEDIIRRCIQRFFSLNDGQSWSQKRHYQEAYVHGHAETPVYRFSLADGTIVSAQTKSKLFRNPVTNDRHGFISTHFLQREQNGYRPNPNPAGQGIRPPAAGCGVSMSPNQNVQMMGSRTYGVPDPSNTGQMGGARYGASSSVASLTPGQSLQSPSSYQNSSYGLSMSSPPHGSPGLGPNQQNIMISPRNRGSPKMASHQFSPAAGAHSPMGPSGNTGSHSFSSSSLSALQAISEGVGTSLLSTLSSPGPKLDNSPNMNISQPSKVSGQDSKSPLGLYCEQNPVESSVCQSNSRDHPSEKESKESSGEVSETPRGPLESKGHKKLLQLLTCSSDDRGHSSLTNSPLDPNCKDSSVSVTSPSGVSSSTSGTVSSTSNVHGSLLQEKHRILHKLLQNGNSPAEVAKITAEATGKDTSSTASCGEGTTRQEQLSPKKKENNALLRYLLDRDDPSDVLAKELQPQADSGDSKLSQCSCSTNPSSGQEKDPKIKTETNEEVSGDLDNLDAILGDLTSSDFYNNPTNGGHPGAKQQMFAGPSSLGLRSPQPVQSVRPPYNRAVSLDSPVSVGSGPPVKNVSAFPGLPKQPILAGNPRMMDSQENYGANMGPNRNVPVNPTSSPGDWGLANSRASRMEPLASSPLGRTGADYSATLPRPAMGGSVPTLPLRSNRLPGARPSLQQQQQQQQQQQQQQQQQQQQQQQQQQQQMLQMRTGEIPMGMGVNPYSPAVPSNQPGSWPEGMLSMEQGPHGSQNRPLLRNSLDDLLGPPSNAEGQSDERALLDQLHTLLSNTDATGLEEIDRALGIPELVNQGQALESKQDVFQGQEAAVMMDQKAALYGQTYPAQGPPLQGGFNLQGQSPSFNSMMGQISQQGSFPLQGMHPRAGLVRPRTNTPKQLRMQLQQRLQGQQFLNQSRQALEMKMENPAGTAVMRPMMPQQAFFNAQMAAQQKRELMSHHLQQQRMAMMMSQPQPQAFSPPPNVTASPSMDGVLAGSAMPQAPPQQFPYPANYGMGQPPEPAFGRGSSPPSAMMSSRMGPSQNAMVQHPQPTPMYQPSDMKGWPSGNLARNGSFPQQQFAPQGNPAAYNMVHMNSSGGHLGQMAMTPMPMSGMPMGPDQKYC
NALP1 yeast inh: inhibitors of NALP1 inflammasome in yeast; S. cerevisiae NALP1/ASC/caspase-1 growth, X-gal OD620, 72 h; inhibition, % at 10 µM; 280,000 compounds, 0.61% hits; in the data active means inhibition mostly above about 24%, no sharp cut-off; inactive means mostly below about 32%; further: some compounds called inactive have numbers as strong as hits
MEKK3 PB1 HTS: raises or lowers MEK5 binding to the human MEKK3 PB1 domain; bead-based flow cytometry, Alexa488-MEK5 binding to MEKK3; actives lie on both sides; 0 = blocked by unlabeled MEK5, 100 = vehicle; 290,000 compounds, 1.4% hits; Q99759; binding response (% of control), % at 10 µM;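 active means binding response more than 3 SD above or below the average of its plate-row segment, actives on both sides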;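 further: Alexa488 bead fluorescence after subtracting the streptavidin-only scavenger bead signal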
M18AAP inhibitor: PfM18AAP enzyme inhibition. recombinant PfM18AAP, H-Glu-NHMec fluorogenic cleavage. inhibition, % at 7.35 µM. 290,000 compounds, 1.2% hits. AID 1822;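 active means inhibition above the campaign mean inhibition over all tested compounds plus 3 SD, cut at about 28% in these data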;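 further: 0% = plate median of test compound wells and 100% = 2 mM ZnCl2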
MEKK2 mut-MEK5: signal of MEK5 binding to mutant human MEKK2 PB1 domain; bead flow cytometry, Alexa488-MEK5 binding to MEKK2 mutant; percent response, % at 10 µM; 290,000 compounds, 0.35% hits; in the data active means percent response above about 24%, passing the limit was not always enough; further: inactives centre near 1; some results filed as inactive read as strong as hits; reference of the scale not given here
* = called active by the depositor; nt = no result given; [ ] = another dose, or the depositor's remark. These rows are one share of the data; rates above refer to the full screens.

SMILES	IDE cell inh	IDE act	MEKK2wt PB1 HTS	SUMO HTRF inh	p-CIP stab down	NALP1 yeast inh	MEKK3 PB1 HTS	M18AAP inhibitor	MEKK2 mut-MEK5
CCN(CC)CCNC(=O)C1(O)c2cc(Br)ccc2NC(=O)N1c1ccc(Cl)cc1 (stereo unspecified)	-2.1	0.2	107.0	9.2	-8.6	8.7	106.0	0.2	12.0
Cc1cc(=O)[nH]c(N/N=C/C(C)c2ccccc2)n1 (stereo unspecified)	-0.7	7.7	99.0	20.1	9.0	4.3	100.0	-0.1	0.0
Cc1ccc(C(=O)/C=C\NCc2ccccc2)cc1	1.0	2.3	94.0	-10.5	2.9	33.5	92.0	4.0	-4.0
CCOc1ccc(NC(=O)Cn2nnc(C(=O)NCc3ccccc3OC)c2N)cc1	-3.5	3.0	nt	8.8	-3.0	13.0	nt	1.6	nt
Cc1onc(-c2c(Cl)cccc2Cl)c1C(=O)Nc1ccc2c(c1)OCO2	1.4	-3.4	95.0	9.4	-10.3	20.0	100.0	-7.1	3.0
C[C@H]1CCC[C@@]2(O[C@@H](CCO)C[C@H](O)[C@H]2O)O1	-3.6	2.0	99.0	nt	nt	nt	99.0	nt	-4.0
CCn1ncc(CN2CCN(C(=O)Nc3ccccc3C(=O)OC)CC2)c1C	2.6	3.8	99.0	7.6	-2.5	5.9	97.0	-14.2	0.0
Cc1cc2c(cc1S(=O)(=O)NCc1ccccc1)OCC(=O)N2	2.8	-4.3	96.0	2.3	-1.9	17.7	97.0	-5.5	-2.0
COc1ccc(N2CCN(CCCNC(=O)CN3CCN(Cc4ccccc4C)C3=O)CC2)cc1	0.2	-1.6	143.0*	5.4	-10.5	32.4	105.0	-2.1	14.0
CCc1ccc(N(C(=O)c2snc(C(N)=O)c2N)C(C(=O)NCCC(C)C)c2c[nH]c3ccccc23)cc1 (stereo unspecified)	2.4	0.7	90.0	4.5	-11.1	7.7	101.0	-5.8	-3.0
COc1ccc(CNCC(O)COCc2cccs2)cc1 (stereo unspecified)	7.5	-1.5	94.0	-6.2	-1.1	-12.3	100.0	-4.5	-4.0
CC1CCC(NC(=O)CCS(=O)(=O)c2ccc3c(c2)CC(C)N3C(=O)C2CC2)CC1 (stereo unspecified)	6.7	-0.6	99.0	0.7	-4.7	3.2	99.0	-2.2	1.0
COc1cc(CN2CCN(C(=O)c3ccc(-c4ccccc4)cc3)CC2)cc(OC)c1OC	2.2	1.4	105.0	12.2	-7.3	10.2	109.0	7.8	2.0
COc1ccc(Cc2nc3ccc(C(=O)N(C)C(C)c4ccon4)cc3o2)cc1 (stereo unspecified)	2.9	2.2	103.0	1.8	-11.6	5.2	103.0	-6.5	5.0
O=C(NCCOc1ccccc1F)c1cc(F)c(F)cc1Cl	-1.4	-3.7	101.0	22.1	-8.7	8.5	98.0	-6.5	1.0

Shown with each value named: part of the list above
CCN(CC)CCNC(=O)C1(O)c2cc(Br)ccc2NC(=O)N1c1ccc(Cl)cc1 (stereo unspecified)
  IDE cell inh = -2.1	IDE act = 0.2	MEKK2wt PB1 HTS = 107.0	SUMO HTRF inh = 9.2	p-CIP stab down = -8.6	NALP1 yeast inh = 8.7	MEKK3 PB1 HTS = 106.0	M18AAP inhibitor = 0.2	MEKK2 mut-MEK5 = 12.0
Cc1cc(=O)[nH]c(N/N=C/C(C)c2ccccc2)n1 (stereo unspecified)
  IDE cell inh = -0.7	IDE act = 7.7	MEKK2wt PB1 HTS = 99.0	SUMO HTRF inh = 20.1	p-CIP stab down = 9.0	NALP1 yeast inh = 4.3	MEKK3 PB1 HTS = 100.0	M18AAP inhibitor = -0.1	MEKK2 mut-MEK5 = 0.0

Other entries.
SMILES	IDE cell inh	IDE act	MEKK2wt PB1 HTS	SUMO HTRF inh	p-CIP stab down	NALP1 yeast inh	MEKK3 PB1 HTS	M18AAP inhibitor	MEKK2 mut-MEK5
CCOc1ccc(N/C(C)=C/C(=O)c2ccc(C)o2)cc1	3.2	-2.9	91.0	0.3	1.9	3.2	94.0	-2.5	-3.0
COc1cc(/C=N/NC(=O)c2ccc(Cl)c(S(N)(=O)=O)c2)ccc1OCC(N)=O	4.8	5.5	101.0	28.3	-4.6	5.8	99.0	5.7	5.0
CC(=O)Nc1nc(C)c(-c2csc(Nc3ccc(S(N)(=O)=O)cc3)n2)s1	-2.9	4.7	96.0	27.3	-0.1	-19.7	98.0	14.7	2.0
CC1=C(C(N)=O)C(c2ccc(C)o2)C(C(N)=O)=C(C)N1	3.8	-0.7	106.0	7.8	-9.1	22.7	108.0	1.6	2.0
COc1cc(S(=O)(=O)N(Cc2cccs2)C2CC2)ccc1-n1cnnn1	-3.2	1.5	94.0	nt	nt	nt	90.0	14.7	-9.0
COc1ccc(-n2ncc3c(=O)n(CC(=O)NC(C)C)cnc32)cc1	6.5	5.8	110.0	13.5	-3.9	-4.4	100.0	2.1	12.0
CSc1nsc(/C=C/Nc2ccc(C)cc2)c1C#N	-1.6	-1.9	99.0	16.1	-19.6	9.4	102.0	-3.2	-3.0
COC(=O)C1=C(C(=O)OC)[C@@H]2Nc3ccccc3[C@@]23C[C@@H](C(=O)OC)N(C(C)=O)C3=N1	0.3	0.9	93.0	-2.0	-4.1	-12.6	94.0	nt	-8.0
C[C@H]1CN=C(Nc2ccccc2)N1CC1CCCCCC1	-4.0	1.4	104.0	7.4	-6.6	6.4	101.0	-13.6	-2.0
Cc1occc1C(=O)N1CCCC(N2CCN(c3cccc(Cl)c3)CC2)C1 (stereo unspecified)	-1.9	3.0	100.0	11.6	4.5	11.2	98.0	-11.9	-2.0
Cc1[nH]c2c(C(=O)N3CCCC(CCC(=O)NCc4ccccc4F)C3)cccc2c1C (stereo unspecified)	1.9	-3.5	98.0	-0.7	1.4	18.5	114.0	-0.6	3.0
CC(c1nccs1)N(C)c1nc2nonc2nc1NC1CC1 (stereo unspecified)	-5.8	-1.8	73.0	0.8	-4.1	-16.9	80.0	-5.9	-12.0
NC(=O)CSc1nc2cc([N+](=O)[O-])ccc2n1-c1cccc(C(F)(F)F)c1	-2.1	-6.2	109.0	-7.6	-11.0	34.4	133.0*	1.7	1.0
COc1ccc(-n2c(SCC(=O)C(C)(C)C)nc3c(sc(=S)n3-c3ccccc3)c2=O)c(OC)c1	1.5	-2.6	99.0	-11.3	-3.6	-11.4	101.0	36.7*	-3.0
CC(C)(C)c1cc(NS(=O)(=O)c2ccc3c(c2)OCCO3)on1	5.1	3.6	101.0	4.6	-6.3	-4.5	101.0	-5.2	-2.0
O=C(NCCCn1ccnc1)C(=O)c1cn(CC(=O)N2CCCCCC2)c2ccccc12	-2.0	6.7	66.0	9.5	2.5	-10.2	93.0	0.0	-21.0
Cc1ccc(COc2ccsc2C(=O)O)cc1	nt	1.4	103.0	0.5	-12.5	-15.2	105.0	-5.3	3.0
Cc1cc(C)c(S(=O)(=O)N2CCN(c3ccc([N+](=O)[O-])c(NCc4ccco4)c3)CC2)c(C)c1	-0.1	-1.6	101.0	24.9	-11.5	3.1	100.0	-7.2	2.0
CSc1ccc(CN2CCC(n3nccc3NC(=O)c3ccccc3C)CC2)cc1	5.6	2.9	114.0	4.4	2.6	11.4	104.0	-1.9	16.0
C=C(c1cccc2ccccc12)P(=O)(O)O	1.0	5.7	103.0	-6.8	0.9	-1.0	100.0	0.0	-1.0
CCOC(=O)N1CCN(C(=O)CCl)CC1	-0.8	4.3	102.0	1.8	11.8	4.7	102.0	-9.8	4.0
CN(C)S(=O)(=O)Oc1ccccc1C(=O)Nc1ccc(F)cc1	-2.2	8.6	97.0	2.9	-12.2	-0.1	95.0	-14.1	-3.0
CN(C)c1ccc(/C=N/NC(=O)c2sccc2-n2cccc2)cc1	1.2	7.8	91.0	9.1	0.6	-0.6	97.0	4.8	-6.0
O=c1[nH]c2cc3c(cc2cc1CN(Cc1nnnn1CC1CCCO1)C1CCCCC1)OCO3 (stereo unspecified)	-2.8	2.1	nt	31.0	-4.9	22.5	nt	3.3	nt
C/C(=C\[C@@H](NP(=O)(c1ccccc1)c1ccccc1)c1ccccc1)CO[Si](c1ccccc1)(c1ccccc1)C(C)(C)C	1.4	5.6	94.0	nt	nt	nt	106.0	nt	-6.0
CC(=O)N(C1=C(N)C(=O)c2ccccc2C1=O)C(C)C	1.5	2.8	93.0	10.4	-2.6	18.9	100.0	0.0	-6.0
OCCC1CN(Cc2ccc3cc(Cl)ccc3n2)CCN1Cc1ccsc1 (stereo unspecified)	-5.5	2.6	113.0	11.3	-8.7	0.5	101.0	6.8	9.0
O=C(O)c1cnn(-c2nc(-c3cccc([N+](=O)[O-])c3)cs2)c1C(F)(F)F	4.9	0.6	100.0	8.4	-0.6	2.1	97.0	8.0	2.0
COC(=O)Cn1c2nc3ccccc3nc2c2cccc(C)c21	nt	-1.0	94.0	-8.5	9.0	-0.5	96.0	3.9	-5.0
CC1(C(=O)NNC(=S)NCc2ccco2)CC1(Cl)Cl (stereo unspecified)	-5.1	1.9	94.0	7.1	-5.7	-22.7	90.0	7.6	-8.0
COc1cccc(CN(C)C(=O)c2cc(COc3ccc4ncccc4c3)on2)c1	4.3	0.3	98.0	3.0	1.1	-3.2	99.0	3.0	-3.0
CC(=O)Nc1nccc(-c2cc(-c3ccccc3)no2)n1	4.6	nt	96.0	3.6	3.7	8.1	100.0	2.7	2.0
O=C(c1ccc(CS(=O)c2cccc(Cl)c2)o1)N1CCOCC1 (stereo unspecified)	-2.8	-0.8	105.0	-2.8	-2.5	-2.1	102.0	-5.3	3.0
CSCCNC(=O)c1ccc(OC2CCN(CCc3ccccc3)CC2)cc1	0.5	4.1	96.0	-4.0	-20.6	-17.5	97.0	-2.5	-5.0
CC1(C)CC(=O)C2=C(C1)Oc1nc3ccccc3cc1C2C(C#N)C#N (stereo unspecified)	3.8	3.9	103.0	20.6	-4.7	7.9	103.0	-5.1	4.0
CCCOc1ccc(C2c3c(oc4cc(C)c(C)cc4c3=O)C(=O)N2CCCN(C)C)cc1OCC (stereo unspecified)	-1.5	0.6	78.0	-2.0	4.5	0.2	67.0	0.3	-9.0
O=C(Nc1cccc([N+](=O)[O-])c1)c1ccc(N2CCCC2=O)cc1	-2.6	6.2	101.0	3.6	-1.7	2.6	102.0	3.4	-2.0
CCOC(=O)CCNC(=O)N1CCCC(N(C)CCc2ccc(OC)c(OC)c2)C1 (stereo unspecified)	-0.9	0.7	105.0	-2.7	2.9	15.4	103.0	-7.3	4.0
Cc1[nH]c(C)c(S(=O)(=O)N2CCN(c3ccccc3)CC2)c1C(=O)N1CCCCC1	-1.0	-2.5	93.0	10.6	2.0	-31.8	94.0	-13.8	-9.0
COC(=O)c1c(NC(=O)COC(=O)c2ccc(NC(=O)CC#N)cc2)sc2c1CCCCC2	1.6	1.1	102.0	nt	-34.3	4.8	106.0	10.0	1.0
CN1CCN(C(=O)N2c3ccccc3C=Cc3ccccc32)CC1	1.2	1.7	0.0*[inhibitor]	2.5	-12.1	32.5	0.0*[inhibitor]	-2.3	-26.0
CCOc1ccc(S(=O)(=O)N2CCCC(C(=O)NCc3cccnc3)C2)cc1Cl (stereo unspecified)	3.5	0.0	98.0	-5.2	4.4	5.7	101.0	-2.0	-2.0
COc1ccc(Oc2c(Cl)cnn(-c3ccc(Cl)c(Cl)c3)c2=O)cc1	-1.0	5.2	102.0	1.7	-14.8	25.9	102.0	-5.7	9.0

Source: PubChem
